# Mcl1-Bid inh: Mcl-1/Bid binding inhibitors, primary screen, biochemical, TR-FRET, 1536-well | Induced myeloid leukemia cell differentiation protein Mcl-1 (Homo sapiens), Q07820 | TR-FRET Mcl-1/Bid-Dy647 peptide binding | inhibition, % at 21.7 µM | 0.97% of 220,000 active | AID 1021, 2008;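 active = compounds that cut the binding signal by more than half at the single screening dose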;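 also: His-tagged Mcl-1 with europium anti-His antibody binding Bid BH3 peptide; 0% = Mcl-1 plus peptide wells and 100% = peptide-only wells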
# Target sequence (Q07820 whole entry, looked up): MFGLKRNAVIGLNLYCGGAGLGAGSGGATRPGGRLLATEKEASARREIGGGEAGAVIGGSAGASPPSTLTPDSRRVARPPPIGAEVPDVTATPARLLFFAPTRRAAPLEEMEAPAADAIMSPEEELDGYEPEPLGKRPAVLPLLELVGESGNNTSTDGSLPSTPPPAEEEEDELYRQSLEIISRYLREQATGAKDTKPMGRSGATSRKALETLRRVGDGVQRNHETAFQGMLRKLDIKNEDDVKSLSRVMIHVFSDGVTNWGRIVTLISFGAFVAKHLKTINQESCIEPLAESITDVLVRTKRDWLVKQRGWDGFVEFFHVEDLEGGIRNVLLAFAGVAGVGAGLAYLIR
# Rab2 wt GTP: modulators of GTP binding to Rab2A wildtype, primary screen, biochemical, dog, bead-based flow cytometry, multiplex. GTP binding activity, % at 10 µM. GST-Rab2 wt beads, Bodipy-GTP binding. Ras-related protein Rab-2A (Canis lupus familiaris), P61105. 0.19% of 190,000 active;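 active = GTP binding activity at least 20 points away from 100%, either lowered or raised; inconclusive = signal likely due to the compound's own green fluorescence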;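 also: 0% = beads with excess unlabeled GTP and 100% = no-compound control corrected for plate trend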
# HRas wt GTP bind: modulators of GTP binding to HRas wildtype, primary screen, biochemical, bead-based flow cytometry, multiplex | GTPase HRas (Homo sapiens), P01112 | GST-Ras wt beads, Bodipy-FL-GTP binding; actives lie on both sides | GTP binding activity, % at 10 µM | 0.14% of 190,000 active | AID 759, 2007;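 active = GTP binding activity at least 20% away from the 100% baseline, either lowered as inhibitor or raised as activator; inconclusive = flagged as likely green fluorescent, judged across all proteins in the well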;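 also: 0% = unlabeled GTP competition control and 100% = no-compound control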
# Target sequence (P01112 whole entry, looked up): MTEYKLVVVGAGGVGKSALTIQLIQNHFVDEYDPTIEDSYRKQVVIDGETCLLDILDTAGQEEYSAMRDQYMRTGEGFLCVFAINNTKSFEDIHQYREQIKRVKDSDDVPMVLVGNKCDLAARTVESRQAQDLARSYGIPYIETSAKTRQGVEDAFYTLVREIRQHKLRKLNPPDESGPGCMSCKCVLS
# Cdc42 wt GTP: modulators of GTP binding to wildtype Cdc42, primary screen, biochemical, multiplex bead flow cytometry, Bodipy-GTP | 0.2% of 190,000 active | Cell division control protein 42 homolog (Homo sapiens), P60953 | AID 761, 2007 | GST-Cdc42 beads; actives lie on both sides | percent activity (GTP binding), % at 10 µM;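 active = percent activity GTP binding at least 20 points away from the 100% baseline, either down as inhibitor or up as activator; inconclusive = compound flagged as likely green fluorescent from well-wide comparison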;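 also: median bead fluorescence of bound Bodipy-FL-GTP at 100 nM; 0% = excess unlabeled GTP control and 100% = no compound control; below 100% means less GTP binding so inhibitor and above means activator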
# Target sequence (P60953 whole entry, looked up): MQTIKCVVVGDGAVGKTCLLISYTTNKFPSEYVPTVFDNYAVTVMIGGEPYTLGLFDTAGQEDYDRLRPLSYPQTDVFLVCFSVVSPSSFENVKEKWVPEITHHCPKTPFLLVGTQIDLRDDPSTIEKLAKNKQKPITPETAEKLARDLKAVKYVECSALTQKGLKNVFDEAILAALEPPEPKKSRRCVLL
# Rac1 wt GTP bind: wildtype Rac1 GTP binding modulators, primary screen, biochemical, GST-Rac1 beads, flow cytometry, multiplex | fluorescent GTP binding; actives lie on both sides; 0 = cold GTP competed, 100 = untreated | GTP binding activity (% of control), % at 10 µM | 0.27% of 190,000 active | AID 757, 2007;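 active = GTP binding activity at least 20 points away from the 100% control level, either lower or higher; inconclusive = compound flagged as likely green fluorescent, judged across all proteins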
# Rac1 mut GTP: GTP binding modulators of activated mutant Rac1, primary screen, biochemical, bead-based flow cytometry, multiplex, fluorescent GTP | Ras-related C3 botulinum toxin substrate 1 (Homo sapiens), P63000 | GST-Rac1 activated beads; actives lie on both sides; 100% means binding = to untreated wells | 0.11% of 190,000 active | percent activity (GTP binding), % at 10 µM;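 active = GTP binding at least 20 percentage points away from the 100% baseline, in either direction, so actives lie on both sides; inconclusive = Compound likely fluorescent itself, or too few beads counted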
# Avidin bead fluor: green autofluorescence of compounds with avidin beads – biophysical, 488/530 nm, flow cytometry, artefact control, profiling panel | 0.38% of 220,000 active | fluorescence (KMESF) at 10 µM | compound fluorescence 488/530 nm; active compounds read high; in the data active = fluorescence above about 47; also: inactives centre near 10
# GSH bead fluor: compound fluorescence on glutathione beads, profiling panel, artefact control, biophysical, 488/530 nm, flow cytometry; GSH beads flow cytometry, compound fluorescence 488/530 nm; active compounds read high; fluorescence (KMESF) at 10 µM; 0.25% of 190,000 active; in the data active = fluorescence above about 89;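 also: glutathione beads carrying GST-tagged Bcl family fusion proteins plus one bare bead set; values are compound well signal with DMSO vehicle wells as background; inactives centre near 16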
# Rab7 wt modul: modulators of GTP binding to Rab7, primary screen, biochemical, wildtype, multiplex bead flow cytometry | Rab7 GTPase wild type (dog), Bodipy-FL-GTP binding | GST-Rab7 beads, fluorescent GTP binding; actives lie on both sides; untreated = 100%, excess cold GTP = 0% | GTP binding activity (percent of control), % at 10 µM | 0.055% of 190,000 active | AID 758, 2007;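 active = fluorescent GTP binding to Rab7 beads changed by at least 20 points from the 100% baseline, either direction, mostly lower; inconclusive = compound itself probably fluorescent, or too few beads counted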;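 also: median green fluorescence of bound Bodipy-FL-GTP per Rab7 bead population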
# Mcl1 Noxa PPI: Mcl-1/Noxa binding inhibitors, primary screen, biochemical, TR-FRET, 1536-well. AID 1022, 2008. TR-FRET Mcl-1/Noxa peptide binding, 2 h. 1.5% of 220,000 active. inhibition, % at 21.7 µM;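 active = compounds that cut the protein-peptide binding signal by more than 50% relative to plate controls in a single-dose test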;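 also: His-tagged Mcl-1 with rhodamine Noxa BH3 peptide and terbium anti-His antibody; 0% = Mcl-1 plus Noxa peptide wells and 100% = peptide-only wells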
# Pf gametocyte: late stage P. falciparum gametocyte viability inhibitors, primary screen, ATP luminescence, HTS | inhibition, % at 10.9 µM | AID 743093, 2013 | P. falciparum stage V gametocytes, 24 h | 0.065% of 150,000 active;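 active = inhibition above the mean plus 3 SD of compounds within the control limits, set per campaign, cut at about 38% in these data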;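 also: 0% = DMSO wells and 100% = medium only without gametocytes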
# * = called active by the depositor; ? = inconclusive; / = not tested or not shown. Hits appear at their usual frequency; any-hit rate near 3%.
# Values run as follows: Mcl1-Bid inh	Rab2 wt GTP	HRas wt GTP bind	Cdc42 wt GTP	Rac1 wt GTP bind	Rac1 mut GTP	Avidin bead fluor	GSH bead fluor	Rab7 wt modul	Mcl1 Noxa PPI	Pf gametocyte
O=C(NCc1cccnc1)Nc1cccc(F)c1
→ -14	99	100	94	102	96	12	16	94	20	-28
O=c1c2cnn(-c3ccc(F)cc3)c2ncn1Cc1ccc(F)cc1
→ -20	101	98	100	102	99	6	16	101	0	/
CC(=O)Nc1nnc(-c2ccc3c(c2)CCCC3)o1
→ -8	102	103	101	104	100	7	25	102	11	/
CC(=O)NC(Cc1ccccc1)C(=O)N1CCN(C(=S)NCC(C)C)CC1 (stereo not given)
→ -32	95	99	102	103	98	10	21	96	5	1
CCOc1ccc(-n2c(Cc3cc(=O)[nH]c(=O)[nH]3)nnc2SC(C)C(=O)OC)cc1 (stereo not given)
→ -20	99	99	101	103	100	7	14	97	-3	/
CCCc1ccc(OCc2ccc(C(=O)N/N=C/c3cccc([N+](=O)[O-])c3)o2)c(OC)c1
→ -27	95	97	97	98	94	11	42	97	13	-30
COc1ccc(S(=O)(=O)N(CC(=O)N2CCN(C)CC2)c2ccc(C)cc2)cc1OC
→ -9	98	98	101	101	98	7	38	99	-2	/
COc1cc(C(=O)Nc2ccc(-c3nnc(-c4ccco4)o3)cc2)cc(OC)c1OC
→ 5	97	98	100	98	99	7	17	98	16	/
CC(=O)Cc1c(C(=O)O)c(C)nn1-c1ccccc1
→ -12	98	94	93	96	95	6	10	101	5	-15
CCOC(=O)C1CCN(C(=O)Cc2cccs2)CC1
→ -4	?	?	?	?	?	9	19	?	-2	-1
COc1ccc(C(C(=O)NC2CCCCC2)N(C(=O)CCl)c2cccc(Cl)c2)cc1 (stereo not given)
→ 2	98	102	100	107	101	12	18	104	-4	-8
O=C(O)Cc1ccc(S(=O)(=O)Nc2ccccc2C(=O)O)cc1
→ -24	98	99	100	98	97	7	13	104	13	-10
Cc1ncoc1C(=O)Nc1ccc2c(c1)OCCO2
→ -34	100	99	101	104	100	13	32	97	7	/
CCOC(=O)c1nc(C)n(-c2cc(Cl)ccc2Cl)n1
→ 2	98	98	97	97	97	14	23	99	10	12
Cc1nc(NCCCn2ccnc2)c2ccccc2n1
→ -10	102	100	102	106	102	17	15	96	24	/
Nc1n[nH]c(N)c1N=Nc1ccc2c(c1)OCO2
→ -29	91	95	91	97	95	10	25	98	36	-11
Cc1ccc(NC(=O)CC2Oc3ccccc3NC2=O)c(C)c1 (stereo not given)
→ 6	100	101	98	103	101	6	24	103	28	/
CSc1ccc(S(=O)(=O)Nc2ccc3c(c2)OCCO3)cc1
→ -22	?	?	?	?	?	7	20	?	11	/
Cc1cccc(Cn2c(C(C)(C)C)cc3cccnc32)c1
→ 1	94	95	99	98	92	13	31	92	-16	14
O=C(Nc1nccs1)c1cc(N2CCOCC2)nc2ccccc12
→ -12	95	98	99	96	95	17	9	96	0	/
COc1cc(Nc2c3c(nc4ccccc24)CCCC3)cc(OC)c1OC
→ -22	95	94	94	90	95	12	12	92	3	-12
COc1ccc(C2CC(c3ccccc3)Nc3nc(N)nn32)cc1 (stereo not given)
→ 71*	92	94	95	93	92	50*	17	91	-1	/
Cc1ccc(-c2csc(N(C)C(=O)c3c(C)nn(-c4ccccc4)c3Cl)n2)cc1
→ -25	93	93	93	95	95	10	46	96	-17	/
CCOC(=O)/C(N=Nc1c(Br)cc(Br)cc1Br)=C(\C)O
→ 0	95	98	96	97	95	9	11	96	17	25
O=C(CCS(=O)(=O)Cc1ccccc1)N1CCN(c2ccc([N+](=O)[O-])cc2)CC1
→ 10	98	96	98	100	96	8	16	102	6	/
CC1CCC2(CC1)NC(=O)N(CC(=O)N1CCN(S(=O)(=O)c3ccccc3)CC1)C2=O (stereo not given)
→ -12	97	98	99	95	94	10	16	94	8	13
O=C(O)C1C2CCC(C2)C1C(=O)NCc1ccccn1 (stereo not given)
→ -26	97	99	102	99	97	11	38	97	12	/
O=C(/C=C/c1ccccc1)N1CCC(c2ccccc2)C1 (stereo not given)
→ 9	97	96	100	104	99	0	7	97	20	-26
O=c1[nH]cnc2scc(-c3ccsc3)c12
→ -38	106	105	107	107	101	12	15	106	-10	/
CC(C)CCOCc1nc2sc3c(c2c(=O)[nH]1)CCC(C)C3 (stereo not given)
→ -36	99	100	99	102	97	5	38	102	10	-2
Nc1ccc(NC(=O)c2cccs2)c(Cl)c1
→ -52	100	101	101	99	99	4	15	100	6	12
Cc1c(NC(=O)COC(=O)CCC(=O)c2ccc(Cl)cc2)c(=O)n(-c2ccccc2)n1C
→ -3	100	98	97	100	97	23	15	108	3	2
CN(C)CCCN(C(=O)c1ccc(S(=O)(=O)N(C)C)cc1)c1nc2cc3c(cc2s1)OCO3
→ -18	96	98	98	100	96	11	14	96	18	-36
Cc1c(Cl)cccc1NC(=S)N(Cc1cccs1)C1CCCC1
→ -37	95	96	94	95	96	10	17	90	0	15
CCCS(=O)(=O)N1CCCC(C(=O)NCCCN2CCCC2=O)C1 (stereo not given)
→ -8	101	104	104	101	99	9	28	102	-15	/
O=C(CCCc1cccs1)N1CCN(S(=O)(=O)c2ccccc2Br)CC1
→ -18	97	99	98	100	97	10	10	93	1	/
Cc1ccc(NC2=NCC(=O)N2C2CCCC2)cc1
→ -8	98	99	96	100	96	11	29	102	10	1
O=C(CCCOc1ccccc1)Nc1ncccn1
→ -5	104	103	100	103	102	4	15	107	-6	5
N#C/C(=C/c1ccc(N2CCCCC2)o1)c1cccc(F)c1
→ -33	103	105	104	105	98	11	45	103	40	/
CS(=O)Cc1cc(Sc2ccccc2)nc(-c2ccncc2)n1 (stereo not given)
→ 4	100	96	100	100	96	11	10	96	-17	12
Cc1ccc(Cl)cc1NC(=O)CSc1nnc(C)n1-c1ccccc1
→ -39	104	101	104	109	100	22	23	102	3	/
CCOC(=O)c1c(-c2ccccc2)csc1NC(=O)CSc1nnnn1C
→ -20	98	99	97	97	96	24	12	102	5	-2
CCC(=O)Nc1nc2ccccc2n1Cc1ccccc1
→ 2	99	99	97	100	97	5	37	101	21	2
CCOC(=O)C(=O)Nc1nnc(CCc2ccccc2)s1
→ -3	100	100	101	102	99	23	15	96	1	-9
COC(=O)c1ccccc1NC(=O)Nc1ccc(Br)cn1
→ 4	97	100	100	105	99	20	10	97	17	-45
CCOC(=O)C1=C(c2ccccc2)NC(=S)NC1C (stereo not given)
→ -8	99	97	98	102	98	9	26	96	-13	/
CC(C)(C)OC(=O)NNC(=O)C12CC3CC(CC(C3)C1)C2
→ 4	95	97	96	101	95	23	17	93	11	7
CCCCNC(=O)c1cc2n(n1)C(C(F)(F)F)CC(c1ccccc1)N2 (stereo not given)
→ 2	101	103	103	106	101	9	36	99	13	6
CC(=O)Nc1ccc(S(=O)(=O)NCc2ccc3[nH]c(C)cc3c2)cc1
→ -25	97	97	97	97	97	6	25	99	12	/
Cc1ccc(-n2ncc3c(NCC4CCCO4)ncnc32)c(C)c1 (stereo not given)
→ 4	95	97	98	95	96	12	32	94	7	-28
O=C(N/C(=C/C=C/c1ccccc1)C(=O)N1CCOCC1)c1ccccc1Br
→ -6	104	100	97	100	94	9	23	108	15	17
Cc1ccc(C)c(OCC(=O)N2CCN(C(=O)c3ccco3)CC2)c1
→ -17	101	103	105	107	98	7	15	102	21	-2
NC(=S)N/N=C/c1cccc(O)c1O
→ -63	96	96	95	99	97	11	9	102	3	/
C[C@@H]1NC(=O)[C@H](CCC(N)=O)NC(=O)c2cc([N+](=O)[O-])cc(I)c2NCC[C@@H](C(N)=O)NC1=O
→ 1	99	99	106	106	96	10	17	95	16	/
COc1cc2c(cc1NC(=O)CSc1nnc(COc3ccc(Cl)cc3)n1C)oc1ccccc12
→ -9	96	100	98	96	93	35	19	99	10	/
C/C(=N\NS(=O)(=O)c1ccc(C)c([N+](=O)[O-])c1)c1ccc2c(c1)OCO2
→ -15	95	94	95	96	92	8	72	96	10	3
COc1cc(CN/C(C)=C(\C#N)C(N)=O)cc(OC)c1OC
→ -4	102	102	102	99	98	12	16	104	-11	/
Cc1ccc(Cl)cc1N1CCN(C(=O)Cc2c(C(=O)O)[nH]c3ccccc23)CC1
→ -30	102	102	98	94	96	22	12	106	20	/
CC(=O)Nc1ccc(NC(=O)COC(=O)CCc2nc3ccccc3s2)cc1
→ -46	?	?	?	?	?	22	7	?	-4	20
CCn1nc(C)cc1Nc1ccccc1
→ -27	105	104	103	106	103	34	11	104	2	5

# (more compounds)
# Values run as follows: Mcl1-Bid inh	Rab2 wt GTP	HRas wt GTP bind	Cdc42 wt GTP	Rac1 wt GTP bind	Rac1 mut GTP	Avidin bead fluor	GSH bead fluor	Rab7 wt modul	Mcl1 Noxa PPI	Pf gametocyte
COc1ccc(C2/C(=C(/O)c3ccccc3)C(=O)C(=O)N2CC(C)O)c(OC)c1 (stereo not given)
→ -48	97	98	101	101	98	8	5	93	3	12
CC(C)NC(=O)CN1CCC(c2ccccc2)C(O)C1 (stereo not given)
→ -11	100	101	101	100	97	9	12	107	0	3
Cc1ccc(S(=O)(=O)NC(=NCC(=O)O)c2ccc(F)cc2)cc1
→ 6	103	104	106	103	101	36	17	96	-6	11
Cc1nnc(Sc2nc3ccccc3o2)c2ccccc12
→ -2	94	95	95	96	95	20	31	98	18	-6
Cc1[nH]c2ccccc2c(=O)c1CN(C)Cc1ccccc1
→ -1	103	105	108	110	104	7	17	99	15	-3
Cc1ccc(S(=O)(=O)Oc2ccc(/C=C3\N=C(c4cccc(C)c4)OC3=O)cc2)cc1
→ -4	100	103	109	103	101	21	26	102	-9	/
CCCCNC(=O)COC(=O)c1cc2c(C)nn(-c3ccccc3)c2s1
→ -11	90	95	94	90	92	11	15	97	-5	/
